Screening data (PubChem)
ATXN2 expr inh: Primary qHTS for Inhibitors of ATXN expression; HEK-293 ATXN2-luciferase reporter, luminescence, 24 h; Potency, µM (series often up to 57 µM), for inactives: top-dose activity change, negative = inhibition, most hits filed as inhibitors; 0.72% of 360,000 active; note: % is set by controls: 0 for no effect and ±100 for the full control effect; nearly all actives have a fitted effect of over 55% in size
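ATXN2-luciferase reporter cells (luciferase flanked by upstream and downstream ATXN2 gene portions) were treated 24 h at 37 °C with compounds at up to 57 uM. SteadyGlo luminescence gave expression; GF-AFC fluorescence gave viability.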
MCF10A rerep: A quantitative high throughput screen for small molecules that induce DNA re-replication in MCF 10a normal breast cells | MCF 10A DNA re-replication, Hoechst nuclear intensity, 48 h | Potency, µM (doses to about 46.1 µM), for the others: at the highest dose activity, positive = re-replication, usual class: activators | 2.9% of 350,000 active | AID 624296, 2012; note: % of control where 0% means no effect; nearly all actives have a fitted effect of over 50% in size
Nrf2 block: Nrf2 qHTS screen for inhibitors | A549 ARE-Fluc reporter, luciferase luminescence, 18-24 h | Potency, µM (titrated, usually from 46 µM), for the others: at the highest dose activity change, negative = inhibition, hits mostly inhibitors | 2.1% of 360,000 active | AID 504444, 2011; note: % is set by controls: 0 for no effect and ±100 for the full control effect; nearly all actives have a fitted effect of over 60% in size
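A549 ARE_Fluc cells, 5000/well, 5% FBS OPTI-MEM; compounds in dose-response, 18-24 h at 37 °C/5% CO2; CellTiter-Fluor viability read (Ex 405/Em 525), then BugLite luciferase luminescence = Nrf2 activity.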
Nrf2 activator: qHTS of Nrf2 Activators | AREc32 ARE-luciferase reporter (MCF7-derived line), luminescence, 24 h | Potency, µM (series often up to 46.1 µM), without a hit: at the top dose activation, most hits filed as activators | 0.31% of 410,000 active | AID 624171, 2012; note: % of control where 0% means no effect; nearly all actives have a fitted effect of over 65% in size
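ARE activation measured as luciferase luminescence (Steady-Glo, 30 min RT) in AREc32_Fluc cells after 24 hr compound exposure at 37 deg C, 5% CO2; cells seeded overnight at 1000/well in OPTI-MEM, 5% FBS.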
TGFb inhibitor: qHTS for Inhibitors of TGF-b | HepG2 CAGA-GFP TGF-b/SMAD3 reporter, GFP fluorescence, 18 h; TGF-beta stimulated, 500 pg/mL final | Potency, µM (series often up to 46.1 µM), without a hit: at the highest dose activity, negative = inhibition, usual class: inhibitors | 1.2% of 410,000 active | AID 588855, 2011; note: % is set by controls: 0 for no effect and ±100 for the full control effect; nearly all actives have a fitted effect of over 65% in size
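GFP signal (ex488/em500-530) from TGF-beta-stimulated HEPG2 CAGA-GFP cells, 500 pg/mL final, 18 h at 37 degrees C in DMEM plus 1% FBS, normalized to unstimulated and DMSO-stimulated controls.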
S2 tox: Viability Counterscreen for Primary qHTS for Inhibitors of ATXN expression; S2 cells (HEK-293 line with an ATXN2-luciferase reporter) viability, CellTiter-Fluor protease fluorescence, 24 h; Potency, µM (doses to about 56.7 µM), actives largely listed as cytotoxic; AID 651635, 2014; 0.49% of 400,000 active; note: nearly all actives have a fitted effect of over 40% in size
HepG2 viability: qHTS for Inhibitors of TGF-b: Cytotox Counterscreen; Potency, µM (titrated, usually from 46.1 µM), for the others: top-dose activity change, negative = cytotoxicity, actives largely listed as cytotoxic; 0.76% of 410,000 active; HepG2 CAGA-GFP viability, ATP luminescence, 18 h; note: some results filed as inactive show a strong effect at the top dose
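HepG2 CAGA-GFP cells (1000/well, DMEM with 1% FBS) received compound, then TGF-beta at 500 pg/mL final, and were incubated 18 hours at 37 degrees C. Viability was read by CellTiter-Glo luminescence. Media-only wells were set as complete cell-killing and DMSO as no toxicity.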
EPAC2 antagonist: qHTS for Antagonist of cAMP-regulated guanine nucleotide exchange factor 2 (EPAC2): primary screen; Rap guanine nucleotide exchange factor 4 (Homo sapiens), Q8WZA2; EPAC2 GEF exchange of Rap1B-BODIPY-GDP, fluorescence; Potency, µM (top dose mostly 114 µM), inactives show top-dose activity, negative = inhibition, actives largely listed as inhibitors; 0.18% of 360,000 active; note: % is set by controls: 0 for no effect and ±100 for the full control effect; nearly all actives have a fitted effect of over 45% in size; many of its hits are not listed in these tables
Target sequence (Q8WZA2 whole entry, looked up): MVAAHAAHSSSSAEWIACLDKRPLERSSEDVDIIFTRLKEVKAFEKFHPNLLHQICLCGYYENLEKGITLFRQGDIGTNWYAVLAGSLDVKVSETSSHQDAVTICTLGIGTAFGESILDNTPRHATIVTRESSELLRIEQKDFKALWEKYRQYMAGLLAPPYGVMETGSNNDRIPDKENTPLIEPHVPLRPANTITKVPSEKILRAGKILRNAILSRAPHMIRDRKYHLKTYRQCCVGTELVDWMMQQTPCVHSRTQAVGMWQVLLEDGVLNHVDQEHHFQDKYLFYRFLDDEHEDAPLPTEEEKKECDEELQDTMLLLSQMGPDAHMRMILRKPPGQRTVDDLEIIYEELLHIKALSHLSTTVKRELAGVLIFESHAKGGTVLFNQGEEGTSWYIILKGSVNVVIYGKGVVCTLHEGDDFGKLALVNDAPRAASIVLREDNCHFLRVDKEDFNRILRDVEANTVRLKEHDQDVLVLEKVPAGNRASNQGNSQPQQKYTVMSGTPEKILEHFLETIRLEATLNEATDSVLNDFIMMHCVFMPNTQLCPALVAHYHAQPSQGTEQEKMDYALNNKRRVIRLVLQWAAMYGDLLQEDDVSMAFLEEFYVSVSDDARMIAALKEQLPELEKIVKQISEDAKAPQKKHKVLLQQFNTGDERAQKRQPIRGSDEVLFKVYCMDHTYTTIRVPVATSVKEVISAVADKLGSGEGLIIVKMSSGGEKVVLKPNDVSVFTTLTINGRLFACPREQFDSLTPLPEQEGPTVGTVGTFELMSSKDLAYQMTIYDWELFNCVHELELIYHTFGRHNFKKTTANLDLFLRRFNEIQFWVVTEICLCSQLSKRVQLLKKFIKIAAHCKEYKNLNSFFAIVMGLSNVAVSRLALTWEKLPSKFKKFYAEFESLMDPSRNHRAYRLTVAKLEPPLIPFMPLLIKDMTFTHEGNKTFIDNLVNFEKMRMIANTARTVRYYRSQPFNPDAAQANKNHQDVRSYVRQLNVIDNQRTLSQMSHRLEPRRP
A549 viability: Nrf2 qHTS screen for inhibitors: counterscreen for cytotoxicity | A549 ARE-Fluc cells, CellTiter-Fluor viability, 18-24 h | Potency, µM (titrated, usually from 46 µM), inactives show top-dose activity change, negative = cytotoxicity, hits mostly inhibitors | 0.16% of 390,000 active; note: % is set by controls: 0 for no effect and ±100 for the full control effect
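A549 ARE_Fluc cells in 5% FBS OPTI-MEM were exposed to compounds in concentration-response for 18-24 h at 37 deg C. Viability was read by CellTiter-Fluor fluorescence (Ex 405/Em 525) after 30 min, before the luciferase read.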
* marks the source's active call; other numbers are inactive results; i = inactive; ? = inconclusive; · = not tested or not shown; & = joins results of further samples; [ ] = dose if it differs, or a comment. Calls come from the whole dose curve; as a rule, active = well fitted curve in the direction sought with a large enough effect; inconclusive = small, poorly fitted or top-dose-only effect, or another doubt; inactive = no such curve, though single readings can be large; an effect the other way counts as inactive or inconclusive. Potency is the fitted concentration of half-maximal effect. These rows are one share of the data; count on the stated rates, not on these rows.

Short forms: A = ATXN2 expr inh; B = MCF10A rerep; C = Nrf2 block; D = Nrf2 activator; E = TGFb inhibitor; F = S2 tox; G = HepG2 viability; H = EPAC2 antagonist; I = A549 viability
CC1CC(C)(C)NC(=S)N1CCC(=O)N1CCN(c2ccccc2)CC1 (stereo not drawn)
  A: 2.0% | B: 1.5% | C: 6.4% | D: -0.4% | E: -26.8% | F: · | G: 20.8% | H: 4.6% | I: 8.9%

CC(C)c1ccc(NC2CCCN(C(=O)c3cccc4nccnc34)C2)cc1 (stereo not drawn)
  A: -9.7% | B: 1.3% | C: -9.9% | D: -0.8% | E: -2.3% | F: i | G: -25.0% | H: 3.1% | I: 4.2%

Cc1ccc(C(OCCN(C)C)c2cccc(C(F)(F)F)c2)cc1 (stereo not drawn)
  A: -10.7% | B: 11.4% | C: -8.8% | D: -0.9% | E: ? | F: i | G: -45.6% | H: -4.2% | I: 0.2%

CCSc1nnc(NC(=O)NC2CCCCC2)s1
  A: 62.0%[activator] | B: 5.2% | C: -1.7% | D: 3.0% | E: -0.3% | F: i | G: -2.3% | H: -4.6% | I: -9.6%

COCCOC(=O)c1c(C)oc2ccc(OC(=O)c3ccco3)cc12
  A: 13.9% | B: -2.4% | C: 2.0% | D: 1.9% | E: -4.0% | F: i | G: 1.2% | H: -29.3% | I: 0.2%

COc1ccc(-c2cc(C(F)(F)F)c(C#N)c(SCC(=O)Nc3cccc(C)c3)n2)cc1
  A: 1.6% | B: · | C: 7.1% | D: 7.6% | E: -14.8% | F: i | G: -35.9% | H: · | I: -3.2%

COc1ccccc1NC(=O)CSc1nncn2c1cc1sccc12
  A: · | B: · | C: -26.0% | D: 11.6% | E: -4.1% | F: · | G: -15.2% | H: · | I: 2.4%

O=C(CCCCN1CCCCC1)c1ccc2c(c1)Cc1ccccc1-2
  A: -43.2% | B: -3.0% | C: -1.8% | D: -0.4% | E: -5.3% | F: i | G: -19.1% | H: 2.4% | I: -4.3%

CN1CCN(C(=O)c2cnn(-c3ccccc3)c2NC(=O)c2ccccc2)CC1
  A: 23.9% | B: -1.6% | C: 7.5% | D: -0.4% | E: 1.0% | F: i | G: -8.1% | H: -5.0% | I: -2.3%

N=c1n(CC(=O)c2ccc([N+](=O)[O-])cc2)c2ccccc2n1Cc1ccccc1Cl
  A: ? | B: -2.2% | C: 1.2% | D: 0.0% | E: -2.4% | F: ? | G: -4.9% | H: -5.0% | I: 9.6%

c1coc(-c2nnc(-c3ccco3)nn2)c1
  A: -6.3% | B: -15.6% | C: 18.0% | D: 7.9% | E: 5.5% | F: ? | G: -20.8% | H: 16.7% | I: -3.8%

C[C@@H]1CC=C[C@H]2[C@H]1C(=O)N(Cc1ccccc1)[C@H]2c1ccc2ccccc2c1/C=C/c1ccccc1
  A: 0.0% | B: ? | C: ? | D: 0.6% | E: 16.2% | F: i | G: 2.0% | H: -19.5% | I: -3.1%

COc1cccc(OCCNC(=O)Nc2cc(F)c(F)cc2Cl)c1
  A: -4.0% | B: 5.4% | C: -28.3% | D: -0.3% | E: -2.7% | F: i | G: 7.3% | H: 0.8% | I: 0.5%

CC(=O)c1cc2c(cc1N(C(=O)Cn1nnc3ccccc31)C(C(=O)NCCC(C)C)c1cccnc1)OCO2 (stereo not drawn)
  A: -17.2% | B: 2.9% | C: -6.5% | D: 0.1% | E: 10.4% | F: ? | G: -4.5% | H: 10.3% | I: -13.1%

CCC(=O)OCc1c(C(F)(F)F)nn(C)c1Oc1cccc(C(F)(F)F)c1
  A: 0.1% | B: -0.6% | C: -9.9% | D: -0.1% | E: -5.5% | F: i | G: 0.7% | H: -0.1% | I: 3.6%

COc1ccc(C2=NS(=O)(=O)N(C)C(C(=O)N(C)Cc3ccccc3)=C2)cc1OC
  A: -23.6%&-9.0% | B: ? | C: ? | D: 4.4%&7.0% | E: ? | F: i | G: -11.5%&-14.2% | H: 4.5% | I: -8.2%&-1.6%

COc1ccc2c(c1)Cc1sc(NC(=O)c3ccccc3)nc1-2
  A: 12.9% | B: ? | C: ? | D: 3.3% | E: -5.3% | F: i | G: -35.8% | H: -0.4% | I: -14.2%

COc1ccc(CNC(=O)c2cc(-c3ccc(OC)cc3)nc3n[nH]c(-c4cccc([N+](=O)[O-])c4)c23)cc1
  A: 6.5% | B: · | C: · | D: -0.2% | E: -1.9% | F: i | G: 7.0% | H: · | I: -1.9%

Nc1c(C(=O)Nc2ccccc2F)sc2nc(-c3cccnc3)ccc12
  A: 3.0% | B: 16.5% | C: ? | D: 5.7% | E: 1.2% | F: · | G: 2.9% | H: 3.1% | I: 1.0%

Cn1c(=O)c2c(nc3n2CC(COc2ccc(Cl)cc2)O3)n(C)c1=O (stereo not drawn)
  A: -17.6% | B: 0.1% | C: ? | D: -0.1% | E: -13.1% | F: ? | G: -13.0% | H: -2.0% | I: -10.3%

Cc1ccn2cc(CCNC(=O)C3CCCCC3)nc2c1
  A: 6.3% | B: -8.9% | C: 4.3% | D: -0.9% | E: -12.6% | F: i | G: -0.6% | H: 3.4% | I: -0.4%

OCC1(Cc2ccccc2C(F)(F)F)CCN(Cc2ccc3c(c2)CCO3)CC1
  A: 0.0%[11.3 µM] | B: 8.2% | C: 6.4% | D: 0.3% | E: 4.9% | F: i | G: 3.5% | H: 3.0% | I: 3.9%

Ten neighbouring compounds out of the list so far, quoted:
Short forms: A = ATXN2 expr inh; B = MCF10A rerep; C = Nrf2 block; D = Nrf2 activator; E = TGFb inhibitor; F = S2 tox; G = HepG2 viability; H = EPAC2 antagonist; I = A549 viability
COc1cccc(OCCNC(=O)Nc2cc(F)c(F)cc2Cl)c1
  A: -4.0% | B: 5.4% | C: -28.3% | D: -0.3% | E: -2.7% | F: i | G: 7.3% | H: 0.8% | I: 0.5%

CC(=O)c1cc2c(cc1N(C(=O)Cn1nnc3ccccc31)C(C(=O)NCCC(C)C)c1cccnc1)OCO2 (stereo not drawn)
  A: -17.2% | B: 2.9% | C: -6.5% | D: 0.1% | E: 10.4% | F: ? | G: -4.5% | H: 10.3% | I: -13.1%

CCC(=O)OCc1c(C(F)(F)F)nn(C)c1Oc1cccc(C(F)(F)F)c1
  A: 0.1% | B: -0.6% | C: -9.9% | D: -0.1% | E: -5.5% | F: i | G: 0.7% | H: -0.1% | I: 3.6%

COc1ccc(C2=NS(=O)(=O)N(C)C(C(=O)N(C)Cc3ccccc3)=C2)cc1OC
  A: -23.6%&-9.0% | B: ? | C: ? | D: 4.4%&7.0% | E: ? | F: i | G: -11.5%&-14.2% | H: 4.5% | I: -8.2%&-1.6%

COc1ccc2c(c1)Cc1sc(NC(=O)c3ccccc3)nc1-2
  A: 12.9% | B: ? | C: ? | D: 3.3% | E: -5.3% | F: i | G: -35.8% | H: -0.4% | I: -14.2%

COc1ccc(CNC(=O)c2cc(-c3ccc(OC)cc3)nc3n[nH]c(-c4cccc([N+](=O)[O-])c4)c23)cc1
  A: 6.5% | B: · | C: · | D: -0.2% | E: -1.9% | F: i | G: 7.0% | H: · | I: -1.9%

Nc1c(C(=O)Nc2ccccc2F)sc2nc(-c3cccnc3)ccc12
  A: 3.0% | B: 16.5% | C: ? | D: 5.7% | E: 1.2% | F: · | G: 2.9% | H: 3.1% | I: 1.0%

Cn1c(=O)c2c(nc3n2CC(COc2ccc(Cl)cc2)O3)n(C)c1=O (stereo not drawn)
  A: -17.6% | B: 0.1% | C: ? | D: -0.1% | E: -13.1% | F: ? | G: -13.0% | H: -2.0% | I: -10.3%

Cc1ccn2cc(CCNC(=O)C3CCCCC3)nc2c1
  A: 6.3% | B: -8.9% | C: 4.3% | D: -0.9% | E: -12.6% | F: i | G: -0.6% | H: 3.4% | I: -0.4%

OCC1(Cc2ccccc2C(F)(F)F)CCN(Cc2ccc3c(c2)CCO3)CC1
  A: 0.0%[11.3 µM] | B: 8.2% | C: 6.4% | D: 0.3% | E: 4.9% | F: i | G: 3.5% | H: 3.0% | I: 3.9%
